Compound activity from PubChem BioAssay.
ERK EGF block – qHTS Assay for Inhibitors of the ERK Signaling Pathway using a Homogeneous Screening Assay; Stimulation with EGF; Potency, µM (titrated, usually from 11.5 µM), inactives show top-dose activity change, negative = inhibition, usual class: inhibitors; HEK293-V1b, EGF-stimulated phospho-ERK AlphaScreen; 0.41% of 130,000 active; AID 1454, 2008; active = well fitted inhibition curve with a large enough effect; inconclusive = small, poorly fitted or top-dose-only effect, or effect the other way;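 note: plate controls were stimulated vehicle wells for no effect and unstimulated vehicle basal for full effect; nearly all actives have a fitted effect of over 55% in size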
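V1b-HEK293, 1% FBS o/n; cpd 30 min 37C; EGF 25 nM final, 5 min; lyse 10 min; AlphaScreen beads 5 h RT. Normalized DMSO basal vs EGF max; Hill AC50.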
An asterisk follows results filed as active; ? = inconclusive; & = joins results of further samples; [ ] = remark or other dose. Potency is the fitted concentration of half-maximal effect. An excerpt; rates above refer to the full screens.

no. | Compound | ERK EGF block
1 | O=C(NC1CC1)C1=C[C@@H](c2ccccc2)C[C@@H](OCc2ccc(CO)cc2)O1 | -5.7%[57.5 µM]
2 | O=C(CSc1ccccc1)Nc1ccccc1C(=O)N1CCCC1 | 4.2%
3 | c1ccc(CNCCC(Cc2ccccc2)c2ccco2)cc1 (stereo unspecified) | -14.4%[57.5 µM]
4 | NS(=O)(=O)c1cccc(NC(=S)NCc2ccccc2)c1 | -8.8%
5 | CC[C@@]1(O)C(=O)OCc2c1cc1n(c2=O)Cc2cc3cc(O)ccc3nc2-1 | -5.2%&2.8%
6 | C=CCNC(=O)CN1CCC(n2nnc3cc(C(F)(F)F)ccc32)CC1 | -3.3%
7 | O=C(Nc1cc(S(=O)(=O)N2CCOCC2)ccc1O)c1ccc2c(c1)S(=O)(=O)c1ccccc1C2=O | -0.3%
8 | O=C(CCc1nc2ccccc2[nH]1)Nc1ccc2c(c1)OCCO2 | 1.4%
9 | CC(=O)OCCCCCCCCCCC[N+]1(C)CCCCC1 | 3.2%
10 | CCn1cc(CNC(=O)c2cc([N+](=O)[O-])c(C)c([N+](=O)[O-])c2)cn1 | 1.7%
11 | COc1ccc(C2OC(=O)CC2C(=O)NCc2ccc(F)cc2)cc1OC (stereo unspecified) | ?
12 | Cc1ccc(NC(=O)C2c3ccccc3Oc3ccccc32)c(C)c1 | 3.0%
13 | N/C(=N\OC(=O)COc1ccccc1Cl)c1ccccn1 | 1.9%
14 | COc1cc(C(=O)OCCn2c(=O)c3c(ncn3CCN(C)C)n(C)c2=O)cc(OC)c1OC | -16.8%[57.5 µM]
15 | Cn1c(O)c(N=NC(=O)C2COc3ccccc3O2)c2ccccc21 (stereo unspecified) | 5.7%[57.5 µM]
16 | Cc1cccc(OCC(O)Cn2c(=N)n(Cc3ccccc3)c3ccccc32)c1 (stereo unspecified) | 3.5%[57.5 µM]
17 | O=C(CS(=O)(=O)c1ccccc1)c1ccc2c(c1)OCCO2 | ?
18 | CC1(OC(=O)C2CCCC2)C(=O)C=C2C=C(c3ccsc3)N(c3ccccc3)C=C2C1=O (stereo unspecified) | -9.1%[57.5 µM]
19 | CCn1cc(CNCc2c(C(=O)N3CCCCC3)nc3c(C)cccn23)cn1 | -22.5%
20 | CN(C)[C@@H]1CCC[C@@H]1OC(=O)C(c1ccccc1)c1ccccc1 | -1.2%
21 | O=c1cc(CN2CCCCC2)nc(C2CC2)[nH]1 | -3.1%
22 | COCCn1c(SCC(=O)Nc2cccc(C)n2)nnc1-c1ccco1 | 0.6%
23 | CCOc1ccc(C(=O)NC(=S)Nc2ccccc2OC)cc1[N+](=O)[O-] | -2.0%
24 | Cc1nc(N2CCOCC2)c2nc(-c3ccccc3)n(CCN(C)C)c2n1 | -1.0%
25 | O=C(CCC(=O)N1CCCC1)Nc1ccc([N+](=O)[O-])cc1 | -7.5%
26 | CCN1/C(=C2\SC(=S)N(Cc3ccccc3)C2=O)Sc2ccccc21 | -3.2%
27 | O=C(O)c1cc(-c2ccc(/C=N/NC(=S)Nc3ccccc3)o2)ccc1Cl | -5.0%
28 | Cc1ccc(-c2cc(C(=O)Nc3ccccn3)c3ccccc3n2)o1 | -4.2%
29 | COC(=O)c1cccc(C23CC4(C2)[C@H](CN(Cc2ccc(C(F)(F)F)cc2)[C@@H]4c2ccccc2)C3c2ccc(C(F)(F)F)cc2)c1 (stereo partly specified) | -14.3%
30 | Cc1nn(CCC(=O)NNC(=S)Nc2ccc(F)cc2)c(C)c1[N+](=O)[O-] | 5.4%
31 | Nc1ccc(S(=O)(=O)Nc2ccnn2-c2ccccc2)cc1 | -3.7%
32 | O=S(=O)(c1cccc2cccnc12)N1CCN(c2ccc(F)cc2)CC1 | 8.7%
33 | CC(=O)Nc1ccc(Nc2nc(-c3ccccc3)nc3ccccc23)cc1 | -6.4%[57.5 µM]
34 | COc1ccc(NC(=O)CCCN2C(=O)/C(=C\c3ccco3)SC2=S)cc1 | 10.4%
35 | C=CCn1c(=NC(=O)CC)n(C)c2ccccc21 | -4.0%
36 | COc1ccc(Cc2noc(CN(C)CC(O)c3ccccc3)n2)cc1OC (stereo unspecified) | -4.0%
37 | CCCOC(=O)c1ccc(Oc2coc3c(CN(CC)CC)c(O)ccc3c2=O)cc1 | -3.9%
38 | CCOC(=O)C1=NN(c2ccccc2C)C2=NC(C)=C(C(=O)OC)C(c3cccc(OC)c3)N12 (stereo unspecified) | 8.1%
39 | COc1ccc(NC(=O)CCN2C(=O)c3ccccc3S2(=O)=O)c(OC)c1 | -5.1%
40 | COc1ccc2[nH]c(=O)c(CN(Cc3ccccc3)C(=S)NCC3CCCO3)cc2c1 (stereo unspecified) | 2.3%

Reformatted with each value named: two of the compounds above
33	CC(=O)Nc1ccc(Nc2nc(-c3ccccc3)nc3ccccc23)cc1
  ERK EGF block = -6.4%[57.5 µM]

34	COc1ccc(NC(=O)CCCN2C(=O)/C(=C\c3ccco3)SC2=S)cc1
  ERK EGF block = 10.4%

Back to the main list with the 6 entries that preceded the break.
no. | Compound | ERK EGF block
35 | C=CCn1c(=NC(=O)CC)n(C)c2ccccc21 | -4.0%
36 | COc1ccc(Cc2noc(CN(C)CC(O)c3ccccc3)n2)cc1OC (stereo unspecified) | -4.0%
37 | CCCOC(=O)c1ccc(Oc2coc3c(CN(CC)CC)c(O)ccc3c2=O)cc1 | -3.9%
38 | CCOC(=O)C1=NN(c2ccccc2C)C2=NC(C)=C(C(=O)OC)C(c3cccc(OC)c3)N12 (stereo unspecified) | 8.1%
39 | COc1ccc(NC(=O)CCN2C(=O)c3ccccc3S2(=O)=O)c(OC)c1 | -5.1%
40 | COc1ccc2[nH]c(=O)c(CN(Cc3ccccc3)C(=S)NCC3CCCO3)cc2c1 (stereo unspecified) | 2.3%
41 | CCO[C@H]1OC(C(=O)Nc2ccccc2)=C[C@@H](C)[C@@H]1CCCO | 0.4%[57.5 µM]
42 | O=C(C1=C[C@@H](C2CCCCC2)C[C@@H](OCCCCO)O1)N1CCN(Cc2ccccc2)CC1 | -13.8%[57.5 µM]
43 | Cc1cc2nc3c(=O)n(CCc4ccccc4)c(=O)[nH]c3nc2cc1N | -10.0%[57.5 µM]
44 | CCOC(=O)c1ccccc1NC(=O)c1ccc2c(=O)n3c(nc2c1)CCCCC3 | 0.1%
45 | Cn1c(=O)c2c(ncn2CC(=O)N/N=C/c2ccc(Br)s2)n(C)c1=O | -4.4%
46 | CN1CCN(c2nc(-c3ccc(N(C)C)cc3)nc3ccccc23)CC1 | -19.9%
47 | CCCCN(C)C(=S)Nc1ccc2nc3n(c(=O)c2c1)CCCCC3 | 12.0%
48 | COc1ccc(SC[C@H](Cc2ccccc2)N2CCN(C)CCC2=O)cc1 | -3.2%[57.5 µM]
49 | CCOc1ccc(OCCSc2nc3ccccc3[nH]2)cc1 | -14.0%[57.5 µM]
50 | COc1cc(OC)c(/C=N/NC(=O)COc2cccc3cccnc23)c(OC)c1 | -2.8%[57.5 µM]
51 | O=C(Nc1cccc(Oc2c(F)c(F)c(F)c(F)c2F)c1)N1C[C@@H]2C[C@@H](C1)c1cccc(=O)n1C2 | -4.1%[57.5 µM]
52 | O=C(c1cc(F)ccc1F)C1CCCN(Cc2cccn2-c2ccccn2)C1 (stereo unspecified) | 0.8%[57.5 µM]
53 | Cc1cccc(Nc2nnc(SCC(=O)NC3CCCc4ccccc43)s2)c1 (stereo unspecified) | -9.1%
54 | CC(C)(C)c1nc(NC(=O)Nc2ccccc2)sc1Br | -3.5%
55 | COc1ccccc1Nc1c([N+](=O)[O-])cncc1[N+](=O)[O-] | ?
56 | CC(=O)Nc1sc2c(c1C(N)=O)CCC2 | 6.9%
57 | O=C(NNC(=S)Nc1ccccc1)c1cc(-c2cccnc2)nc2ccccc12 | -1.9%
58 | FC(F)c1nnc2ccc(Cl)nn12 | 0.9%
59 | Cc1ccc(OC(=O)CCN2C(=O)c3ccccc3C2=O)cc1C | -4.4%[57.5 µM]
60 | CCOC(=O)CC1CCCCN1Cc1cn(C)nc1-c1ccc2c(c1)OCCO2 (stereo unspecified) | -4.1%
61 | CC(=O)OC1CCC2(C)C(=CCC3C2CCC2(C)C3CC3OC4(CCC(C)CN4)C(C)C32)C1 (stereo unspecified) | -6.6%[57.5 µM]
62 | Fc1ccc(-c2nnc(-c3ccc(Cl)cc3Cl)o2)cc1 | -1.2%
63 | Cc1noc(C)c1-c1ccc2ncnc(NCc3ccccc3)c2c1 | 23.9%
64 | O=C(ON=C1CCN(S(=O)(=O)c2ccccc2)CC1)c1ccc(Cl)cc1 | 4.4%
65 | Cc1ccc(S(=O)(=O)N/N=C/c2cccc3c2OCCO3)cc1 | 5.0%
66 | Cc1ccc(C(=O)NCC(=O)OCC(=O)c2ccc3c(c2)NC(=O)CO3)cc1C | -5.0%
67 | Cc1oc(-c2ccccc2F)nc1CS(=O)(=O)CC(=O)N1CCN(Cc2ccccc2)CC1 | 2.0%
68 | CC1CC(C)(C)NC(=S)N1CCCC(=O)N1CCN(c2ccccc2F)CC1 (stereo unspecified) | -0.7%
69 | O=C(Nc1cccc(S(=O)(=O)Nc2ccc(Cl)cc2)c1)c1ccc[n+]([O-])c1 | -3.6%[57.5 µM]
70 | O=C(NCCNCc1ccccn1)c1ccco1 | -5.3%
71 | CC(=O)c1cnc(N(C)C)s1 | 6.5%
72 | Cc1cc(N)n2nc(C)c(-c3ccc(Cl)cc3)c2n1 | -13.6%
73 | CCC(C)[C@H](NC(=O)NCCC1=CCCCC1)C(=O)O (stereo partly specified) | 1.0%[57.5 µM]
74 | CCOC(=O)c1[nH]cnc1C(=O)Nc1ccccc1 | -4.0%
75 | CCNC(=O)NC(=O)C(C)OC(=O)c1ccc(SC)cc1OC (stereo unspecified) | -8.2%
76 | CC1C/C(=C/c2cccs2)C(=O)/C(=C/c2cccs2)C1 (stereo unspecified) | -10.3%
77 | Cc1ccccc1Nc1nc(N)nc(CN(C)Cc2ccccc2Cl)n1 | 7.5%
78 | C#CCNc1ccc(C(=O)OCC)cc1 | -2.6%[57.5 µM]
79 | Oc1ccc(Nc2nc(-c3ccc(Cl)cc3)cs2)cc1 | 8.6%
80 | CCOC(=O)c1sc(=S)n(C)c1NC(=O)c1ccc(OC)cc1 | -6.7%[57.5 µM]
81 | O=C(CSc1n[nH]c(-c2ccncc2)n1)c1cccc([N+](=O)[O-])c1 | -2.4%
82 | CCc1cccc(CC)c1N1C(=O)c2cc(N3CCOCC3)c([N+](=O)[O-])cc2C1=O | -0.1%
83 | Cc1sc(N)c(C(=O)c2cccc(C(F)(F)F)c2)c1C | -14.9%
84 | Cc1nonc1OCCNCCNc1ccc([N+](=O)[O-])cc1Cl | -2.5%
85 | N#C/C(=C(/O)COc1ccc(Br)cc1)c1nnc2n1CCCCC2 | 4.3%
86 | O=C(NC(=O)c1ccccc1N1CCCCC1)Nc1ccc(Br)cc1 | -4.3%[57.5 µM]
87 | CC(=O)CC(C)(C)S(=O)(=O)c1ccc(NC(C)=O)cc1 | -9.2%
88 | CCOC(=O)c1cc2c(ccn2C)n1Cc1ccc(Cl)cc1 | ?
89 | CCCCC(CCC(=O)Nc1cccc([N+](=O)[O-])c1)C(=O)O (stereo unspecified) | -0.3%[57.5 µM]
90 | CCC/C=C(\CCC)C(NP(=O)(c1ccccc1)c1ccccc1)c1ccc(-c2ccccc2)cc1 (stereo unspecified) | 11.5%
91 | O=Cc1cccn1-c1nccc(-c2ccco2)n1 | -6.5%
92 | COCCn1c(=O)c(-c2cccs2)nc2cnc(Nc3ccccc3)nc21 | 1.1%
93 | COc1ccc(NC(=S)N2CCOCC2)c(OC)c1 | 8.0%
94 | O=C1CCC(=O)N1c1ccc(-c2nc3ccccc3s2)cc1 | -12.1%
95 | COC(=O)[C@H]1C[C@@H]1[C@H](NC(=O)Oc1ccc(F)cc1)c1ccccc1 | 6.9%
96 | Fc1ccc(C2CC(c3ccco3)n3ncnc3N2)cc1 (stereo unspecified) | 1.8%

New compounds follow
no. | Compound | ERK EGF block
97 | COc1ccc(CNc2nc(S(=O)(=O)c3ccccc3)c(Cl)s2)cc1OC | -6.3%
98 | CCN1CCN(c2nc(-c3ccccc3)nc3ccccc23)CC1 | 1.5%
99 | N#Cc1ccc(C(=O)N2CCN(S(=O)(=O)c3ccc(Br)s3)CC2)cc1 | 7.0%
100 | COc1ccc(CNc2ncnc3c2[nH]c2cc(OC)c(OC)cc23)cc1 | -6.0%[57.5 µM]
101 | CCc1ccc(CN2CCCC(CNS(=O)(=O)c3ccc(OC)cc3)C2)cc1 (stereo unspecified) | -0.4%
102 | Cc1c(/C=N/Nc2nc3ccccc3[nH]2)c2ccccc2n1C | 4.2%[57.5 µM]
103 | CCn1cc(C2C(C(=O)Nc3ccc(Br)cn3)=C(C)NC3=C2C(=O)CCC3)c(C)n1 (stereo unspecified) | -0.1%
104 | CN(C)c1ccc(C=Nc2ccc(N(C)C)cc2)cc1 | ?
105 | CCCCn1c(=O)c(CC(C)=O)nc2ccccc21 | -2.9%
106 | COc1ccc(CNC(=O)C2CCN(C(=O)[C@@H](CC(C)C)NC(=O)OC(C)(C)C)CC2)cc1 | 4.4%[57.5 µM]
107 | COC(=O)C(=Cc1ccccc1[N+](=O)[O-])C(=O)OC | -5.8%[57.5 µM]
108 | C=CCOc1c(OC)cc(/C=N/Nc2cccc(C(=O)O)c2)c(Br)c1Br | 4.2%
109 | Cc1cc(Nc2cc(Cl)cc(Cl)c2)nc(N)n1 | 2.7%[57.5 µM]
110 | COc1ccccc1/C=C/C=N/n1c(-c2cc(C)[nH]n2)n[nH]c1=S | 0.5%
111 | COc1ccccc1NS(=O)(=O)c1cc(NC(=O)c2cccs2)ccc1N1CCCC1 | -3.1%
112 | COC(=O)c1sc(NC(=S)NC(=O)c2ccccc2F)nc1C | 3.3%
113 | CC(=O)Nc1cc(N2C(=O)CCC2=O)ccc1Cl | -0.7%
114 | CC1CNCCN1S(=O)(=O)c1cccc2cnccc12 (stereo unspecified) | -9.0%[57.5 µM]
115 | CC(C)N1C(=O)CCC1C(=O)NCCc1ccc(Cl)cc1 (stereo unspecified) | -5.4%
116 | CCCCCNC(=O)c1cc(S(=O)(=O)N2CCCC2)ccc1F | -23.3%
